Lipid storage S3 – qHTS Assay for Lipid Storage Modulators in Drosophila S3 Cells; Drosophila S3 cells, BODIPY lipid droplet fluorescence, 18-24 h; cells fed with added oleic acid; lipid storage change, negative = inhibition, % at the top dose, mostly 46.1 µM; hits show Potency in µM; 320,000 tested, 0.64% active; AID 2685; active = well fitted inhibition curve with a large enough effect in the signal ratio, with a control signal flat, not every such curve was filed as active; inconclusive = small, poorly fitted or top-dose-only effect, or effect the other way, or a change in a side signal; the % refers to the signal ratio
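Drosophila S3 cells got compounds at several concentrations plus oleic acid (400 uM solution). Laser-scanning cytometry with 488 nm excitation read lipid droplets at 500-530 nm and cells at 575-640 nm. Percent activity was relative to 20 uM Triacsin C.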
Lipid storage S3 cell count max – also measured in Lipid storage S3; calls as there; cell number change, %; measured here: cell count max response;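 cells counted by Cell Tracker Red CMTPX staining in the red channel; peak over a dose series mostly up to 46.1 µM; percent activity relative to internal control wells on each plate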
* marks the source's active call; other numbers are inactive results; i = inactive; ? = inconclusive; nt = no result given. % is set by controls: 0 for no effect and ±100 for the full control effect; potency is the fitted concentration of half-maximal effect. Some of the compounds tested (hit frequency here may not be typical).

SMILES	Lipid storage S3	Lipid storage S3 cell count max
Cn1c(=O)c2c(nc(N3CCOCC3)n2CC(=O)C23CC4CC(CC(C4)C2)C3)n(C)c1=O	?	nt
S=c1[nH]nc2n1CCCN2	-7%	2
Cc1cc(=O)oc(C)c1C(=O)NCCc1ccccc1	?	nt
CCN(CC)C(=O)CC(c1ccc2c(c1)OCO2)c1c(O)cc(OC)cc1OC (stereo not given)	?	nt
Cc1ccc(C)c(N2CCN(c3ncnc4c3cnn4-c3ccccc3)CC2)c1	?	nt
CCOC(=O)COn1c(=O)c(-c2ccccc2)[n+]([O-])c2ccccc21	9%	17
COc1cc2c(cc1OC)CN(C(C)C(=O)Nc1cccc(S(=O)(=O)N3CCOCC3)c1)CC2 (stereo not given)	?	nt
Cc1cccc2c(C(=O)N3CCN(c4ccccc4)CC3)cc(-c3ccncc3)nc12	?	nt
CC1CCN(C(=O)COC(=O)c2n[nH]c(=O)c3ccccc23)CC1	?	nt
CC(=O)Nc1nc2c(C)cc(NC(=O)C3CCCCC3)cc2s1	?	nt
Cc1csc(NC(=O)c2c(-c3c(F)cccc3Cl)noc2C)n1	10%	-8
CCOC(=O)c1cc(C#N)c(Nc2ccc(C)cc2)nc1C(F)(F)F	0%	-15
Cc1c(NS(=O)(=O)c2cccs2)c(=O)n(-c2ccccc2)n1C	-2%	-4
O=C(c1cccn2c(=O)c3cc4ccccc4cc3nc12)N1CCN(c2ccccc2)CC1	26%	22
CC1CN(S(=O)(=O)c2ccc(Cl)c(C(F)(F)F)c2)CC(C)O1 (stereo not given)	?	nt
O=S(=O)(Nc1ccc(Cl)cc1)c1ccc2c(c1)CCO2	?	nt
COc1ccc(CNC(=O)c2ccc(CS(=O)(=O)c3ccc(C)cc3)o2)cc1	?	nt
Cc1cc(C)cc(Nc2c3c(nc4ncnn24)CCC3)c1	5%	4
OCCN1CCN(c2nc3ccccc3nc2-c2ccccc2)CC1	0%	19
CCOC(=O)N1CCC(NS(=O)(=O)c2ccc3c(c2)OCC(=O)N3)CC1	9%	5
O=C(COc1nsnc1N1CCOCC1)Nc1ccc(Cl)cc1	-10%	-8
CCOC(=O)C1CCN(C(=O)c2ccc3c(c2)S(=O)(=O)c2ccccc2C3=O)CC1	?	nt
CC(C)On1c(SCC(=O)N(C)C)nc2ccccc2c1=O	1%	25
NC(=O)c1ccccc1NC(=O)CSc1nc2ccccc2c(=O)[nH]1	-11%	-14
Cc1ccccc1NS(=O)(=O)c1nnc(NC(=O)c2ccc(Br)cc2)s1	?	nt
O=C(NNC(=O)c1ccc2ccccc2c1)Nc1ccc(F)cc1	?	nt
Cc1cc(NC(=O)CCN2C(=O)c3ccccc3C2=O)no1	?	nt
NC(=O)C1(N2CCCCC2)CCN(C(=S)Nc2ccc(F)cc2)CC1	-3%	1
CCOC(=O)c1c(NC(=O)c2ccoc2C)sc2c1CCC2	?	nt
COc1ccc2nc(-c3ccccc3)cc(OC)c2c1	?	nt

A different layout for part of the listing above:
Fields – Lipid storage S3 | Lipid storage S3 cell count max
CCOC(=O)c1c(NC(=O)c2ccoc2C)sc2c1CCC2
→ ? | nt
CC(C)On1c(SCC(=O)N(C)C)nc2ccccc2c1=O
→ 1% | 25

Later entries:
SMILES	Lipid storage S3	Lipid storage S3 cell count max
COc1ccc(CCNS(=O)(=O)c2ccc3c(c2)oc(=O)n3C)cc1OC	-6%	-3
O=C(CCN1C(=O)/C(=C/c2ccccc2Cl)SC1=S)NNC(=O)c1cccnc1	26%	14
CC(Sc1nc2cc(Cl)ccc2s1)C(=O)Nc1cccc(S(=O)(=O)N2CCOCC2)c1 (stereo not given)	?	nt
Cc1ccc(C)c(-n2c(-c3cccnc3)n[nH]c2=S)c1	?	nt
COc1ccc(-c2cc(C(=O)Nc3c(C)n(C)n(-c4ccccc4)c3=O)c3ccccc3n2)c(OC)c1	?	nt
CCN(CC(=O)Nc1c(F)cccc1F)C(=O)CCCNC(=O)c1ccc(Cl)cc1	-30%	-8
CCOc1ccc(CCNC(=O)CSCC(=O)Nc2cccc(C)c2)cc1OCC	?	nt
CN(C)CCNC(=S)Nc1ccc(Br)cc1	?	nt
Fc1cc(Cl)c(OCc2noc(-c3ccsc3)n2)c(Cl)c1	4%	-14
O=C(Nc1ccccn1)c1ccc(Br)c(S(=O)(=O)N2CCCCC2)c1	15%	nt
O=C(/C=C/c1ccco1)Nc1cccc(-c2nc3ccccc3[nH]2)c1	-11%	nt
O=C(O)COc1ccccc1/C=N/NC(=O)c1cccc(S(=O)(=O)Nc2cccc(Cl)c2)c1	?	nt
COc1cccc(CNC(=O)[C@H](C)NC(=O)C2CCN(S(=O)(=O)c3ccccc3)CC2)c1	?	nt
O=S(=O)(c1ccc(Cl)nc1)N(Cc1ccccc1)Cc1ccccc1	?	nt
COc1ccc(N(C(=O)c2ccc3c(c2)OCO3)C2C=CS(=O)(=O)C2)c(OC)c1 (stereo not given)	?	nt
CS(=O)(=O)Nc1ccc([N+](=O)[O-])cc1Oc1ccccc1	?	nt
Cc1ccc(NC(=O)C[n+]2cc(-c3ccccc3)n3c2CCC3)cc1	2%	2
CCN(CC)CCN1C(=O)C(O)=C(C(C)=O)C1c1ccccc1[N+](=O)[O-] (stereo not given)	2%	-1
COc1ccc(C(=O)N2CCC(C(N)=O)CC2)cc1S(=O)(=O)N1CCCC1	19%	4
CC(Oc1ccccc1)C(=O)Nc1cccc(-c2nc3ccccc3[nH]2)c1 (stereo not given)	-4%	-23
O=C(CC1Nc2ccccc2NC1=O)NC1CCCCC1 (stereo not given)	10%	-16
Cc1ccc(C2(O)C(=O)c3ccccc3C2=O)c(O)c1C	-10%	-9
CCc1c(C)nc(SCC(=O)N2CCCCC2C)[nH]c1=O (stereo not given)	9%	3
Cc1c(CCC(=O)O)c(=O)oc2cc(O)ccc12	?	nt
COC(=O)C1CCN(Cc2ccc(C)cc2)CC1	?	nt
Cc1ccc(-n2c(C)cc(=O)cc2C)c(C)c1	1%	-6
O=C(N/N=C/c1cccc([N+](=O)[O-])c1)C1CC1c1ccccc1 (stereo not given)	0%	-1
CC(O)c1nc2ccccc2n1CCCOc1ccccc1 (stereo not given)	?	nt
CCOC(=O)C(=NC(C)(C)C)NNc1cc(Cl)ccc1Cl	?	nt
O=C(O)C(NC(=O)C1CCCN1C(=O)OCc1ccccc1)c1ccccc1 (stereo not given)	?	nt
Fc1ccc(N=Cc2ccc[nH]2)cc1	i	4
Cc1ccc(NC(=O)C(OC(=O)c2ccc(F)cc2)c2ccccc2)cc1Cl (stereo not given)	-8%	-3
Cn1c(=O)c2c(nc(NC3CCCCC3)n2CC(=O)C23CC4CC(CC(C4)C2)C3)n(C)c1=O	1%	3
O=C(CN1CCSC1=NCc1ccccc1)c1ccc(Cl)c(Cl)c1	2%	0
CCCN1C(=O)N(c2cccc(C)c2)C(C)(O)CC1(C)C (stereo not given)	1%	3
FC(F)(F)c1ccccc1-n1c(CN2CCCCC2)n[nH]c1=S	-5%	-10
C#CCn1cc(/C=N/NC(=O)COc2cccc3cccnc23)c2ccccc21	?	nt
CCNC(=O)CN(c1ccc(F)cc1)S(=O)(=O)c1ccc2c(c1)OCCO2	i	-5
COc1ccc(NC(=O)CSc2nc(C)cs2)c(OC)c1	9%	0
COc1ccc(NC(=O)CC(c2ccccc2)c2ccco2)cc1 (stereo not given)	-2%	-18

Gathered by group: the entries above with a furan ring, fused or not
SMILES	Lipid storage S3	Lipid storage S3 cell count max
COc1ccc(CNC(=O)c2ccc(CS(=O)(=O)c3ccc(C)cc3)o2)cc1	?	nt
CCOC(=O)c1c(NC(=O)c2ccoc2C)sc2c1CCC2	?	nt
O=C(/C=C/c1ccco1)Nc1cccc(-c2nc3ccccc3[nH]2)c1	-11%	nt
COc1ccc(NC(=O)CC(c2ccccc2)c2ccco2)cc1 (stereo not given)	-2%	-18

(further entries)
SMILES	Lipid storage S3	Lipid storage S3 cell count max
Fc1ccc(-c2csc(N3CCSCC3)n2)cc1	?	nt
CC1CC(C)CN(C(=O)COC(=O)c2cc(S(=O)(=O)N3CCOCC3)ccc2F)C1 (stereo not given)	?	nt
Cc1ccc(Cl)cc1N1CCN(Cc2nc3ccsc3c(=O)[nH]2)CC1	?	nt
Clc1ccc2c(NCc3ccco3)ncnc2c1	i	nt
Cc1nn(CCO)c2c1C(=O)CCC2	2%	18
CCn1c(=N)c(S(=O)(=O)c2ccccc2)cc2c(=O)n3ccccc3nc21	0%	28
CCC1(CC)Cc2ccccc2C(=C(C#N)C#N)N1	?	nt
O=C(/C=C/c1ccc(O)c(O)c1)c1ccccc1O	?	nt
COc1ccc(NC(=O)c2cccc(S(=O)(=O)N3CCOCC3)c2)cn1	?	nt
O=C(NCC1CCCO1)c1cnc(Cl)c(Cl)c1 (stereo not given)	?	nt
Cc1c(NC(=S)Nc2ccccc2C(F)(F)F)cccc1[N+](=O)[O-]	4%	10
CN1CCN(S(=O)(=O)c2ccc(NC(=O)c3cccc(F)c3)cc2)CC1	?	nt
CN(CCN1CCOCC1)C(=O)CC1C(=O)NCCN1Cc1ccccc1F (stereo not given)	13%	7
NCCNC(=O)Cc1ccc(NC(=O)Cc2ccc(Nc3ncnc4c3ncn4[C@@H]3O[C@H](CO)[C@@H](O)[C@H]3O)cc2)cc1	-23%	nt
Cc1ccc(C(=O)OCC(=O)c2ccc(Cl)s2)s1	?	nt
COc1cc2c(cc1NC(=O)COC(=O)CNS(=O)(=O)c1ccc(C)cc1)oc1ccccc12	-2%	-15
CCCCNC(=S)N(C)/N=C/c1c(C)[nH]c2ccccc12	?	nt
CCOC(=O)N1CCN(S(=O)(=O)c2ccc(C(=O)NNc3nc4ccc(Cl)cc4s3)cc2)CC1	?	nt
Cc1c(NS(=O)(=O)c2cc(NC(=O)CCN3CCCC(C)C3)ccc2Cl)c(=O)n(-c2ccccc2)n1C (stereo not given)	?	nt
C(=N\Nc1ncnc2sc3c(c12)CCC3)/c1ccncc1	?	nt

Of the compounds above, these contain an aryl thioether with sulfur outside any ring:
SMILES	Lipid storage S3	Lipid storage S3 cell count max
CC(C)On1c(SCC(=O)N(C)C)nc2ccccc2c1=O	1%	25
NC(=O)c1ccccc1NC(=O)CSc1nc2ccccc2c(=O)[nH]1	-11%	-14
CC(Sc1nc2cc(Cl)ccc2s1)C(=O)Nc1cccc(S(=O)(=O)N2CCOCC2)c1 (stereo not given)	?	nt
CCc1c(C)nc(SCC(=O)N2CCCCC2C)[nH]c1=O (stereo not given)	9%	3
COc1ccc(NC(=O)CSc2nc(C)cs2)c(OC)c1	9%	0

(more compounds)
SMILES	Lipid storage S3	Lipid storage S3 cell count max
CNC(=O)c1ccc(-c2nc(-c3ccccc3)cs2)cc1	9%	13
Cc1ccc(N2Cc3ccccc3OC(C)C2=O)cc1 (stereo not given)	?	nt
Oc1ccc(-c2n[nH]c(=S)n2-c2ccc3c(c2)OCCO3)cc1	?	nt
COc1ccccc1-n1nnnc1SCc1ccccc1	?	nt
Cc1cc(NC(=O)Nc2ccc(F)c(Cl)c2)no1	?	nt
O=C(NCCSCc1ccco1)Nc1cc(Cl)cc(Cl)c1	-7%	-10
O=C(c1ccc2c(c1)OCCO2)C1CCN(C(=O)c2ccc(F)cc2)CC1	10%	nt
CCCN1CCN(S(=O)(=O)c2c(C)[nH]c(C)c2C(=O)N2CCCCC2)CC1	?	nt
COc1ccc(S(=O)(=O)n2ccc(C(C)Oc3ccc(-c4ccccc4)c(F)c3)n2)cc1 (stereo not given)	?	nt
N#Cc1ccccc1NC(=S)NC(=O)C1CCC1	i	-5
Cc1cccc(OCC(=O)Nc2ccc(C(=O)NCc3cccnc3)cc2)c1	-6%	10
COc1ccc(OC)c(NC(=O)COC(=O)c2c3c(nc4ccccc24)CCCC3)c1	?	nt
Fc1ccc(-c2ccc(/C=N/n3cnnc3)o2)cc1	10µM*	-16*
c1ccc(C2=Nn3c(nnc3-c3cc(-c4ccccc4)n[nH]3)SC2)cc1	?	nt
Cc1ccc(OC(C)C(=O)O)cc1C (stereo not given)	7%	2
COc1cccc(C(=O)Nc2cc(S(=O)(=O)N3CCCCC3)ccc2OC)c1	25%	27
COC(=O)Cn1c2ccc(OC)cc2c2nc(C)sc21	6%	-3
COc1cc2c(cc1OC)C(c1cccc(Cl)c1)CC(=O)N2 (stereo not given)	?	nt
COc1ccc(NC(=O)C(C)N2CCN(C)CC2)cc1 (stereo not given)	5%	8
COCC(=O)NCc1ccc2c(c1)cc(C)n2C	19%	nt
COc1cccc(N/C(N)=N/c2nc(C)cc(=O)[nH]2)c1	3%	24
CC(C)(C)[C@]1(O)CCN2C[C@H]3c4ccccc4CCc4cccc(c43)[C@@H]2C1	?	nt
COC(=O)N/N=C/c1cn(Cc2ccc(Cl)cc2Cl)c2ccccc12	?	nt
Cn1c(N)c(C(=O)COC(=O)CCc2nc3ccccc3s2)c(=O)n(C)c1=O	?	nt
Cc1ccc2cc(CN(CCN3CCCC3)C(=O)Nc3ccc(F)cc3)c(=O)[nH]c2c1C	?	nt
CC(Oc1ccccc1)C(=O)Nc1ccc(S(=O)(=O)N2CCOCC2)cc1 (stereo not given)	?	nt

Seven compounds already listed, sorted by count of non-hydrogen atoms, low to high.
SMILES	Lipid storage S3	Lipid storage S3 cell count max
COCC(=O)NCc1ccc2c(c1)cc(C)n2C	19%	nt
COC(=O)Cn1c2ccc(OC)cc2c2nc(C)sc21	6%	-3
COc1cc2c(cc1OC)C(c1cccc(Cl)c1)CC(=O)N2 (stereo not given)	?	nt
COC(=O)N/N=C/c1cn(Cc2ccc(Cl)cc2Cl)c2ccccc12	?	nt
CC(C)(C)[C@]1(O)CCN2C[C@H]3c4ccccc4CCc4cccc(c43)[C@@H]2C1	?	nt
Cn1c(N)c(C(=O)COC(=O)CCc2nc3ccccc3s2)c(=O)n(C)c1=O	?	nt
Cc1ccc2cc(CN(CCN3CCCC3)C(=O)Nc3ccc(F)cc3)c(=O)[nH]c2c1C	?	nt

Bioassay records (PubChem BioAssay)
